# CF NFkB block – inhibitors of cystic fibrosis induced NF-kB | KKLEB NF-kB-GFP reporter, PAF-induced, GFP fluorescence overnight | inhibition, % at 5 µM | 360,000 compounds, 0.86% hits | AID 588850;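 active means at least 50% inhibition at 5 µM, scaled per plate between neutral and stimulator controls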;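 further: PAF is a Pseudomonas aeruginosa culture filtrate used as stimulus; plate controls were PAF-stimulated DMSO wells for no effect and unstimulated DMSO wells for full effect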
# TWEAK-Fn14 inh – blocks TWEAK-Fn14 interaction in a reporter cell assay; TWEAK-stimulated Fn14 reporter cells, luciferase luminescence, 8 h; AID 1159606; inhibition, % at 10 µM; 360,000 compounds, 2% hits; in the data active means inhibition above about 50%
# NR2E3 ag-1 – activates human photoreceptor nuclear receptor NR2E3; Q9Y5X4; GST-NR2E3/biotin-RetCOR TR-FRET, 1536-well; inhibition of corepressor binding, % at 4.78 µM; 320,000 compounds, 0.12% hits; AID 2300;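 active means percent inhibition above the cutoff of mean plus 3 SD of all tested compounds, set per screening campaign, cut at about 20% in these data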;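 further: 0% = DMSO wells and 100% = biotin wells as full block of FRET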
# Target sequence (Q9Y5X4 whole entry, looked up): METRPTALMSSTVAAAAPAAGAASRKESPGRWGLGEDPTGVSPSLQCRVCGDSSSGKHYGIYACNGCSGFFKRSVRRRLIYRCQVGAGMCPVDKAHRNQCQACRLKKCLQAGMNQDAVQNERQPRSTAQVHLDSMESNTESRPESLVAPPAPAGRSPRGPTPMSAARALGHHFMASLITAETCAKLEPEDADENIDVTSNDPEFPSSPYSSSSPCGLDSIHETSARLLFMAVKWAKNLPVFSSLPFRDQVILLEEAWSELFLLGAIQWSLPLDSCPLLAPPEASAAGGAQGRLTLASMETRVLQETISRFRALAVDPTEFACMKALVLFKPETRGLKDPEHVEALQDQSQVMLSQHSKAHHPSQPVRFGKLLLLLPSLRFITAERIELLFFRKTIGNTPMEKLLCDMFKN
#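 Assay system: NR2E3–RetCOR corepressor complex. Quantity: 1.35 nM GST-NR2E3. Buffer or medium: pH 7.5 Tris-based buffer. Reagent: biotinylated RetCOR corepressor at 7 nM final. Schedule: 5 h at 4 °C. Detection: TR-FRET, emission read at 617 and 671 nm. Replicates: one well per compound, singlicate testing.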
# MITF TRPM1 inh – MITF TRPM1 promoter inhibition in SK-MEL-5 cells. 330,000 compounds, 0.83% hits. inhibition, % at 12.5 µM. SK-MEL-5 TRPM1 promoter luciferase, 24 h. AID 488899;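 active means mean inhibition across replicates of 60% or more, whatever share of single replicates reaches that level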; further: values of inactives mirror those of a sister screen read the other way
# NR2E3 ag-2 – human photoreceptor-specific nuclear receptor agonism; CHO-S Gal4-NCOR/VP16-NR2E3 two-hybrid, luciferase; AID 602229; inhibition of corepressor binding, % at 3.98 µM; 360,000 compounds, 0.35% hits; Q9Y5X4;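 active means inhibition above the mean of all tested compounds plus 3 SD, cut at about 70% in these data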;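 further: 0% = DMSO with NR2E3 transfected cells and 100% = cells lacking NR2E3 construct; higher means lower luciferase signal from less NR2E3 corepressor binding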
# Shn3 3UTR inh – Schnurri-3 reporter inhibition in Clone20 osteoblasts; Clone20 osteoblast Shn3 3'UTR firefly luciferase, 24 h; inhibition, % at 12.5 µM; 360,000 compounds, 0.52% hits; AID 588674;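 active means mean inhibition of at least 75% with every replicate also reaching 75%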;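 further: 0% = median of neutral control wells and 100% = pilot-screen positive control compound; some compounds past the cut are filed as inactive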
# TRAIL sens C8 – caspase-8 TRAIL sensitization; 360,000 compounds, 1% hits; AID 624354; NB7+C8 cells + TRAIL, ATPlite viability luminescence; inhibition (viability loss, TRAIL sensitization), % at 10 µM;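 active means compounds causing at least 50% loss of cell viability in the single-dose screen, relative to plate controls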
# KKLEB cytotox – reduces viability of KKLEB cystic fibrosis airway cells; AID 602141; activity change (cytotoxicity), % at 5 µM; KKLEB CF airway cells viability, ATPlite luminescence, overnight; active compounds read low; cells stimulated with P. aeruginosa culture filtrate; 360,000 compounds, 0.36% hits;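 active means corrected activity change at or below -50% at 5 µM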
# TROY signal inh – TROY signaling inhibition. Q293 LMP1-TROYcd NF-kB luciferase reporter, 4 h. inhibition, % at 10 µM. 360,000 compounds, 0.98% hits. AID 1347056;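 active means compounds whose plate-normalised and pattern-corrected inhibition of the luciferase reporter signal at the single screening dose is 50% or more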
# HIF-2a inh – inhibitors of HIF-2a. 360,000 compounds, 0.72% hits. 786-0 RCC cells HIF-2a reporter, luciferase luminescence, overnight. inhibition, % at 18.8 µM;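 active means inhibition of the luminescence signal of 40% or more relative to plate controls, in a single-dose primary screen at 18.75 µM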
# Peg3 prom inh – reduces Peg3 promoter-driven luciferase expression in HeLa | 360,000 compounds, 1.7% hits | inhibition, % at 20 µM | HeLa PEG-Prom luciferase reporter, luminescence, overnight;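 active means inhibition of at least 50% at 20 µM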
# Numbers without * were called inactive; · = not tested or not shown. Not all compounds are listed (hit frequency here may not be typical).
SMILES,CF NFkB block,TWEAK-Fn14 inh,NR2E3 ag-1,MITF TRPM1 inh,NR2E3 ag-2,Shn3 3UTR inh,TRAIL sens C8,KKLEB cytotox,TROY signal inh,HIF-2a inh,Peg3 prom inh
CCc1nn(-c2ccccc2)c(N)c1-c1ccc(OC)c(OC)c1,7,-17,3,-14,-28,2,-8,-12,-15,-5,3
CC(=O)c1c(C(C)=O)c(C)n(-c2nc(-c3cccs3)c(C)s2)c1C,12,13,2,24,8,19,-12,-3,-4,7,25
COc1cc2c(C(=O)N3CCN(C)CC3)c(C)n(-c3ccccc3)c2cc1Br,-2,5,2,-5,-1,8,3,-11,3,-6,14
CC(C)Cc1ccc(C(C)C(=N)N)cc1 (stereo unspecified),2,3,2,-2,0,9,5,5,-21,26,10
O=C(Nc1ccc(Cl)cc1C(F)(F)F)c1ccccc1,1,-13,-2,-21,4,-13,-12,0,-26,-48,-27
CN(C)S(=O)(=O)c1ccc(Cl)c(C(=O)OCC(=O)NC(=O)c2cccn2C)c1,3,-11,-4,-7,-1,13,0,1,13,18,9
Cc1ccc(OCCn2nnc3ccccc32)cc1C,-7,-27,-1,-52,-87,-34,1,-8,-39,-268,-313
Cc1ccc(-c2csc(NC(=S)NC(=O)c3ccco3)n2)cc1,-13,-7,-2,2,-3,-24,20,-2,-26,12,-45
Nc1ccn([C@@H]2O[C@H](CNCc3ccc(OCC(=O)Nc4nccs4)cc3)[C@@H](O)[C@H]2O)c(=O)n1,9,-5,·,·,6,-8,-6,10,-6,-9,-43
COc1cc(/C=N/N(C)c2ccccc2)ccc1O,-18,16,1,-33,-132,-80,11,3,-32,-355,-266
COc1cccc(-c2c(NC(C)=O)n(C)c3ccccc3c2=O)c1,8,11,1,0,-18,14,-1,-19,1,10,9
Cn1cccc1C(=O)C(=O)Nc1ccccc1C(F)(F)F,14,-13,5,-66,-40,-86,6,4,-56,-180,-163
Cc1cc(C)nc(N/N=C/c2ccccc2OCc2ccc([N+](=O)[O-])cc2)n1,1,-32,-1,-33,-44,-42,6,-15,-19,-55,-62
Cc1ccc(Cl)cc1Nc1nc(-c2sc(NC(=O)c3ccco3)nc2C)cs1,-28,18,0,68*,13,8,30,-13,10,8,90*
C/C(CC(=O)Nc1ccc2ccccc2c1)=N\NC(=O)c1cnccn1,6,0,-2,9,-37,-28,4,4,26,-35,-63
CC1Sc2ccc(S(=O)(=O)N3CCC(C(=O)NCc4ccco4)CC3)cc2NC1=O (stereo unspecified),9,0,-1,-1,9,19,18,5,-13,9,-13
COc1ccccc1NC(=O)c1cn(C)c(=O)c2cc(OC)c(OC)cc12,-7,16,1,-7,-10,6,-9,-8,-2,10,25
CN(Cc1cc(=O)n2ccsc2n1)Cc1nc2ccccc2c(=O)[nH]1,7,-8,-5,4,-11,-5,5,3,-14,8,11
CCOc1ccc(CCNC(=O)COC(=O)CCC(=O)c2cccs2)cc1OCC,3,-4,·,1,-10,-4,21,10,8,13,-2
CN1CCN(c2ncnc3c2c(-c2ccccc2)cn3-c2ccc(F)cc2)CC1,-8,4,8,-25,-6,23,6,-3,-7,17,39
COc1cc2c(cc1NC(=S)Nc1cccc(C)c1)oc1ccccc12,5,-16,-4,-19,-63,-26,-17,10,-39,-136,-47
CC(=O)C1=CCC(c2ccccc2)N(S(=O)(=O)c2ccc(Cl)cc2)C1 (stereo unspecified),15,-12,·,·,-10,-3,-11,7,2,-9,13
Cc1ccc(C(=O)Nc2ncccc2C)o1,1,11,·,-13,-7,3,4,-8,-1,16,0
CCC(=O)NC(=S)Nc1ccc(N2CCN(C(=O)c3ccc(Cl)cc3)CC2)cc1,-6,-19,-1,-4,14,54,-1,0,13,-2,8
CCCCNC(=S)N1CCN(c2ccc(C(C)=O)cc2)CC1,-24,1,6,0,-6,-10,-18,4,0,13,11
COc1ccccc1NC(=O)c1ccc(Br)o1,0,-2,1,16,-13,-24,-3,8,-22,-62,-21
Cc1cc(N2CCOCC2)nc2ccc(Cl)cc12,-6,-10,-2,-73,-47,-66,2,0,-85,-246,-273
CCCCOc1ccc(NC(=S)Nc2cc(C)nc(SCCCC)n2)cc1,-21,0,-1,-11,15,-8,5,2,-4,-6,-28
COc1ccc(/C(=C\Nc2ccc(C)c(C)c2)C(C)=O)cc1OC,0,-15,3,-16,-13,9,3,1,-9,-13,-2
CCC(=O)N1CCc2cc(S(=O)(=O)N3CCN(c4cc(C)ccc4C)CC3)ccc21,-1,-26,-2,2,-9,3,20,-8,-17,3,10
Cc1cc(=O)nc2c3ccccc3n(C(C)C(=O)Nc3cc(F)ccc3F)n12 (stereo unspecified),-13,11,1,8,-13,-15,3,3,1,12,9
COc1cccc(N2CCN(S(=O)(=O)c3cccc4nsnc34)CC2)c1,5,-3,5,1,12,-14,-7,-11,4,21,6
CC(C)CCn1c(=O)c2ccccc2n2c(CN3CCCC3)nnc12,13,-9,-3,3,-23,11,-2,-7,24,21,17
O=C(NC1CCCC1)C(c1ccncc1)N(C(=O)c1csnn1)c1ccc(F)c(Cl)c1 (stereo unspecified),-2,4,2,11,-10,-20,2,2,-15,-8,0
COCCNC(=O)c1ccc(CS(=O)(=O)c2ccc(Cl)cc2)o1,11,-27,2,7,-7,-5,0,-9,27,-16,-12
COc1cccc(CNC(=O)c2cc(S(=O)(=O)N3CCOCC3)ccc2N2CCCC2)c1,1,8,3,1,-39,2,13,-4,1,-1,3
CC1(C(=O)NCCC(F)(F)F)Cc2c(-c3ccccc3)ccnc2O1 (stereo unspecified),-23,5,·,·,23,-16,14,10,21,3,19
CCCN(CC(=O)Nc1ccccc1C)C(=O)CSc1ccccc1C,25,11,2,-1,2,9,-14,-6,0,5,8
COc1ccc(CCNC(=O)c2ccc(S(=O)(=O)N3CCCCC3)cc2)cc1,6,14,5,-1,-6,11,-2,-5,2,5,23
CC(C)(C)C(=O)Nc1nnc(CCc2ccccc2)s1,-18,3,5,-47,-80,-29,-2,8,-37,-217,-272
FC(F)(F)c1cc(-c2ccco2)nc(-n2cnc3ccccc32)n1,7,0,-2,6,-1,-21,3,0,3,-22,11
Cc1ccc(NC(=O)CCN2C(=O)c3ccccc3C2=O)c(C)c1,10,8,-3,1,-48,-17,-6,10,-10,4,-13
CCS(=O)(=O)N1CCN(C(=O)C(c2ccccc2)c2ccccc2)CC1,-18,0,3,7,-14,-13,1,8,-1,20,2
C=CCn1cc(-c2ccc(Cl)cc2)cc(C#N)c1=O,-3,-19,1,-7,-6,-6,18,-16,-5,6,10
Cc1c(NC(=O)COc2ccc3ccc(=O)oc3c2)c(=O)n(-c2ccccc2)n1C,-11,3,1,-4,6,1,-23,7,-1,-5,18
O=C(Nc1cccc(C(=O)N2CCOCC2)c1)c1ccccc1Cl,-4,0,-2,-2,-10,25,1,4,7,17,5
O=C(Nc1cccc(-c2cnc3ccccc3n2)c1)C1CC(=O)N(c2ccccc2)C1 (stereo unspecified),-13,28,-1,3,-129,-6,14,2,18,-88,22
O=C(NC1=NCCS1)C1CC(=O)N(c2ccccc2)C1 (stereo unspecified),4,-5,-3,20,-31,-9,-2,1,15,8,-5
Cc1onc(-c2c(F)cccc2Cl)c1C(=O)c1ccc(F)cc1,13,-22,-3,·,-5,-18,14,-2,-47,1,3
CC1CCN(S(=O)(=O)c2ccc3c(c2)N(CC(=O)NCCCN2CC(C)CC(C)C2)C(=O)CS3)CC1 (stereo unspecified),17,15,3,-5,-7,6,6,5,-22,13,-7
Cn1cc(S(=O)(=O)N2CCC3(CC2)OCCO3)c(=O)n(C)c1=O,-9,12,2,·,-13,-16,13,16,13,5,2
CCn1c(SCC(=O)NNC(=O)c2ccco2)nnc1-c1ccco1,-11,9,-2,0,19,-12,8,12,9,-3,-3

# Structures shown so far with fluorine:
SMILES,CF NFkB block,TWEAK-Fn14 inh,NR2E3 ag-1,MITF TRPM1 inh,NR2E3 ag-2,Shn3 3UTR inh,TRAIL sens C8,KKLEB cytotox,TROY signal inh,HIF-2a inh,Peg3 prom inh
O=C(Nc1ccc(Cl)cc1C(F)(F)F)c1ccccc1,1,-13,-2,-21,4,-13,-12,0,-26,-48,-27
Cn1cccc1C(=O)C(=O)Nc1ccccc1C(F)(F)F,14,-13,5,-66,-40,-86,6,4,-56,-180,-163
CN1CCN(c2ncnc3c2c(-c2ccccc2)cn3-c2ccc(F)cc2)CC1,-8,4,8,-25,-6,23,6,-3,-7,17,39
Cc1cc(=O)nc2c3ccccc3n(C(C)C(=O)Nc3cc(F)ccc3F)n12 (stereo unspecified),-13,11,1,8,-13,-15,3,3,1,12,9
O=C(NC1CCCC1)C(c1ccncc1)N(C(=O)c1csnn1)c1ccc(F)c(Cl)c1 (stereo unspecified),-2,4,2,11,-10,-20,2,2,-15,-8,0
CC1(C(=O)NCCC(F)(F)F)Cc2c(-c3ccccc3)ccnc2O1 (stereo unspecified),-23,5,·,·,23,-16,14,10,21,3,19
FC(F)(F)c1cc(-c2ccco2)nc(-n2cnc3ccccc32)n1,7,0,-2,6,-1,-21,3,0,3,-22,11
Cc1onc(-c2c(F)cccc2Cl)c1C(=O)c1ccc(F)cc1,13,-22,-3,·,-5,-18,14,-2,-47,1,3

# Another view of 2 compounds above:
SMILES	CF NFkB block	TWEAK-Fn14 inh	NR2E3 ag-1	MITF TRPM1 inh	NR2E3 ag-2	Shn3 3UTR inh	TRAIL sens C8	KKLEB cytotox	TROY signal inh	HIF-2a inh	Peg3 prom inh
CCS(=O)(=O)N1CCN(C(=O)C(c2ccccc2)c2ccccc2)CC1	-18	0	3	7	-14	-13	1	8	-1	20	2
C=CCn1cc(-c2ccc(Cl)cc2)cc(C#N)c1=O	-3	-19	1	-7	-6	-6	18	-16	-5	6	10

# From PubChem BioAssay
